# Tn7 DDE FP = inhibitors of Tn7 peptide binding to fibrin DD(E), primary screen, biochemical, fluorescence polarization, human fibrin, Tn7 probe; Fibrinogen beta chain (Homo sapiens), P02675; FP displacement of FITC-Tn7 peptide from fibrin DD(E); 0% = median of compound wells per plate; hit rate 0.13% among 370,000; AID 720508, 2013; inhibition, % at 8.3 µM;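 active = inhibition above the mean of compounds falling within the control limits plus 3 SD of them, cut at about 14% in these data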;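 note: 0% = plate median of compound wells and 100% = 10 µM Aha-Tn7 peptide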
#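 system = human fibrin DD(E) protein | quantity = DD(E) 2 µM final | medium = Tris/NaCl/CaCl2 buffer, pH 7.8 | also added = labelled Tn7 tracer, 0.1 µM | compound dosing = single point at 8.3 µM | timing = compound with protein 10 min, then 3 h after probe, room temperature | signal = FP measurement | benchmarks = Aha-Tn7 high control | repeats = one replicate per compound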
# ASAP1 GAP inh = inhibitors of human ASAP1 ArfGAP activity, primary screen, biochemical, fluorescence polarization. ASAP1-stimulated ARF1 GTP hydrolysis, GDP FP detection. AID 624377, 2012. inhibition, % at 16.5 µM. hit rate 0.19% among 360,000; in the data active = inhibition above about 25%;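 note: 0% = vehicle with enzyme and substrate and 100% = no enzyme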
# ADAM17 inh = ADAM17 inhibitors, primary screen, biochemical, QFRET; recombinant ADAM17, EDANS/DABCYL FRET peptide cleavage; AID 720648, 2013; Disintegrin and metalloproteinase domain-containing protein 17 (Homo sapiens), P78536; hit rate 0.83% among 370,000; inhibition, % at 6.95 µM;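 active = inhibition above the mean of compounds lying between control limits plus 3 SD, set per campaign, cut at about 8.5% in these data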;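 note: 0% = DMSO-only wells as the low control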
# TDP2 inh = human TDP2 enzyme inhibitors, primary screen, biochemical, epi absorbance, recombinant enzyme; Tyrosyl-DNA phosphodiesterase 2 (Homo sapiens), O95551; T5PNP hydrolysis, p-nitrophenol absorbance 415 nm; inhibition, % at 12.8 µM; hit rate 0.34% among 370,000; AID 720702, 2013;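 active = inhibition above the mean of all tested compounds plus 3 SD, set per campaign, cut at about 25% in these data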;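 note: 0% = DMSO with enzyme and 100% = buffer with substrate but no TDP2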
#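 Test system: Human TDP2 enzyme | Reagent: 5 mM T5PNP | Compound dosing: 12.8 µM single point, 1% DMSO | Incubation: Enzyme reaction with compound for 2 h at 37 °C | Technique: p-Nitrophenol epi absorbance | Read-out: % inhibition relative to enzyme-containing and enzyme-free wells | Benchmarks: High control without enzyme, low control DMSO plus TDP2 | Replicates: Singlicate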
# LEDGF integ inh = blockers of LEDGF/p75-dependent integrase strand transfer – biochemical, TR-FRET, high throughput, primary screen. inhibition, % at 3.7 µM. hit rate 0.64% among 370,000. HIV-1 integrase (with human LEDGF/p75). TR-FRET IN-LEDGF/p75 DNA integration, Eu/Cy5;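 active = inhibition above the screen-wide mean plus 3 SD, cut at about 13% in these data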;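 note: signal is the Cy5 over europium emission ratio at 671 and 618 nm; 0% = plate median of compound wells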
# proKLK7 act = proKLK7 zymogen activators, primary screen, biochemical, fluorescence intensity; Kallikrein-7 (Homo sapiens), P49862; purified proKLK7, EDANS-DABCYL substrate fluorescence; 100% is mature enzyme control, 0% vehicle; activation, % at 7 µM; hit rate 0.9% among 370,000;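 active = activation above the mean of all tested compounds plus 3 SD, computed per campaign excluding outliers beyond control limits, cut at about 13% in these data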
# Target sequence (P49862 whole entry, looked up): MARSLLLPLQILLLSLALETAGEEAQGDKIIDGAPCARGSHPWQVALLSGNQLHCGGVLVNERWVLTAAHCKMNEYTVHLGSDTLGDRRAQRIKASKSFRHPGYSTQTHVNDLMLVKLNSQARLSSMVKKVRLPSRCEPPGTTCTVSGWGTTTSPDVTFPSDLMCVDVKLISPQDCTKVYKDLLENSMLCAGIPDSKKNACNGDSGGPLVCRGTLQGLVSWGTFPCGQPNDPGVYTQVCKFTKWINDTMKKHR
# ADAM10 inh = human ADAM10 inhibitors, primary screen, biochemical, QFRET, HTS; hit rate 0.62% among 370,000; recombinant ADAM10, EDANS/DABCYL FRET peptide cleavage, 3 h; Disintegrin and metalloproteinase domain-containing protein 10 (Homo sapiens), O14672; inhibition, % at 7 µM;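 active = inhibition above a per-campaign cutoff equal to the mean of compounds falling between control-based bounds plus 3 SD, cut at about 20% in these data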;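 note: 0% = DMSO wells while the 100% control is not disclosed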
# Target sequence (O14672 214-748 limits assumed): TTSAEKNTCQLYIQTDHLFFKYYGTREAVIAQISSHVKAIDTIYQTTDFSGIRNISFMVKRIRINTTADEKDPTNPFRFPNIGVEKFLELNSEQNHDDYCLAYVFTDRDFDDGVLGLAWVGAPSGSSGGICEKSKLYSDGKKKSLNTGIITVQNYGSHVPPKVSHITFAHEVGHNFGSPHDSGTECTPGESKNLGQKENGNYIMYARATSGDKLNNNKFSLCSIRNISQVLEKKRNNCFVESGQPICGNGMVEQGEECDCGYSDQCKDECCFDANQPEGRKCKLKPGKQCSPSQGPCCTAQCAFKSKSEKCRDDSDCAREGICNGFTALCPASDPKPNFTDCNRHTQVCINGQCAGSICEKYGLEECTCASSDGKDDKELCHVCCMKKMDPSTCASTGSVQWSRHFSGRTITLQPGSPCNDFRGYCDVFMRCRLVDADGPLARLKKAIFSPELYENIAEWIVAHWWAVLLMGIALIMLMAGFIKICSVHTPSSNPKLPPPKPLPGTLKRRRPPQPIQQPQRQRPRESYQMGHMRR
# PLCg1 inh = PLC-gamma1 enzyme inhibitors, primary screen, biochemical, fluorescence, purified enzyme; hit rate 0.84% among 370,000; fluorogenic substrate; inhibition, % at 12.2 µM; in the data active = inhibition above about 9.5%
# ARFGAP1 inhibitor = inhibitors of rat ARFGAP1 GAP activity, primary screen, biochemical, fluorescence polarization, GDP tracer; ADP-ribosylation factor GTPase-activating protein 1 (Rattus norvegicus), Q62848; Arfgap1-stimulated ARF1 GTP hydrolysis, GDP FP detection; inhibition, % at 16.5 µM; hit rate 0.26% among 360,000;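 active = inhibition above a per-plate limit, mean inhibition of low control wells plus 3 SD, cut at about 25% in these data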;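 note: 0% = DMSO wells with enzyme and 100% = wells lacking Arfgap1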
# Target sequence (Q62848 1-136 limits assumed): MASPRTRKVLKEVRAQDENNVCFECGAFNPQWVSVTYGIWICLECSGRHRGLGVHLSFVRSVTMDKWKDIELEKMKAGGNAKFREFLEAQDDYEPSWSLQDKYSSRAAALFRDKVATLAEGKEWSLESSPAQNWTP
#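 Material – truncated rat Arfgap1 GAP domain · Buffer or medium – HEPES-based buffer, pH 7.5 · Reagent – human ARF1(Δ1-17)-GTP substrate · Dosing – 16.5 µM single point, 1.26% DMSO · Schedule – GTP hydrolysis reaction 2 h at 25 °C · Technique – GDP detection by fluorescence polarization · Benchmarks – No-Arfgap1 wells (100%) versus DMSO full-reaction wells (0%) · Repeats – single replicate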
# DDE Tn6 FP inh = inhibitors of Tn6 peptide binding to fibrin DD(E), primary screen, biochemical, fluorescence polarization, human fibrin, Tn6 probe. Fibrin DD(E) TRITC-Tn6 fluorescence polarization displacement. inhibition, % at 8.3 µM. hit rate 0.21% among 370,000. AID 720509, 2013;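 active = inhibition above a per-campaign cutoff: mean of compounds within control limits plus 3 SD, cut at about 15% in these data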;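 note: 0% = median of all compound wells on the plate and 100% = blocking peptide control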
# Numbers without * were called inactive; i = inactive; . = no result given.
(1) O=C(NC1CCCCCC1)C1CCN(C(=O)c2ccc(Br)cc2)CC1
(2) COc1ccc(NS(=O)(=O)c2cc(N)ccc2N2CCOCC2)cc1
(3) O=C(Cn1ccc2ccccc2c1=O)NCC(=O)N1CCCCC1
(4) CC(C)(C)c1ccc(-c2nnc(SCC(=O)Nc3sc4c(c3C#N)CCCC4)o2)cc1
(5) COCCn1nnnc1CN1CCC(O)(c2cccc(C(F)(F)F)c2)CC1
(6) O=C(NC1CCCCC1)C(c1ccccn1)N(C(=O)c1csnn1)c1ccccc1F (stereo not drawn)

Assay by compound,1,2,3,4,5,6
Tn7 DDE FP,1,0,-3,-13,-5,-7
ASAP1 GAP inh,-5,3,8,2,-9,2
ADAM17 inh,-3,1,-1,3,2,-1
TDP2 inh,6,-10,2,-23,-9,13
LEDGF integ inh,-1,0,4,5,-2,1
proKLK7 act,-0.4,-0.4,0.4,-1.1,0.0,0.3
ADAM10 inh,2,3,-12,12,-14,-1
PLCg1 inh,0,6,-2,4,-2,-1
ARFGAP1 inhibitor,4,6,9,1,7,8
DDE Tn6 FP inh,-6,-5,-2,-2,0,-3

# 5 compounds out of the list above, ordered by their value in ADAM17 inh, lowest first.
(1) O=C(NC1CCCCCC1)C1CCN(C(=O)c2ccc(Br)cc2)CC1
(3) O=C(Cn1ccc2ccccc2c1=O)NCC(=O)N1CCCCC1
(2) COc1ccc(NS(=O)(=O)c2cc(N)ccc2N2CCOCC2)cc1
(5) COCCn1nnnc1CN1CCC(O)(c2cccc(C(F)(F)F)c2)CC1
(4) CC(C)(C)c1ccc(-c2nnc(SCC(=O)Nc3sc4c(c3C#N)CCCC4)o2)cc1

Assay by compound,1,3,2,5,4
Tn7 DDE FP,1,-3,0,-5,-13
ASAP1 GAP inh,-5,8,3,-9,2
ADAM17 inh,-3,-1,1,2,3
TDP2 inh,6,2,-10,-9,-23
LEDGF integ inh,-1,4,0,-2,5
proKLK7 act,-0.4,0.4,-0.4,0.0,-1.1
ADAM10 inh,2,-12,3,-14,12
PLCg1 inh,0,-2,6,-2,4
ARFGAP1 inhibitor,4,9,6,7,1
DDE Tn6 FP inh,-6,-2,-5,0,-2

# (more compounds)
(7) CCCCNC(=O)Cn1cnc2sc(C)c(S(=O)(=O)N3CCN(c4ncccn4)CC3)c2c1=O
(8) N#Cc1c(N)sc(=S)c2c1CCCC2
(9) CC(C)(C)c1cn(-c2ccccc2)c(=S)[nH]1
(10) CCOC(=O)/C(=C\c1c[nH]c2ccccc12)NC(C)=O
(11) Cc1cc(C(=O)Nc2c(C)nn(Cc3ccccc3)c2C)on1
(12) COc1ccc(CNC(=O)COC(=O)c2ccc(F)c(S(=O)(=O)N3CCOCC3)c2)cc1

Assay by compound,7,8,9,10,11,12
Tn7 DDE FP,-8,4,-3,2,-5,0
ASAP1 GAP inh,-8,-4,-2,8,0,5
ADAM17 inh,1,-9,1,-1,-2,-4
TDP2 inh,-4,6,-7,0,1,1
LEDGF integ inh,-5,5,0,-3,6,-2
proKLK7 act,-0.6,1.4,-1.3,-0.1,0.4,-0.3
ADAM10 inh,-9,-15,-1,-7,-5,-11
PLCg1 inh,2,-24,2,0,2,0
ARFGAP1 inhibitor,7,1,2,4,-7,10
DDE Tn6 FP inh,-4,5,3,-1,-4,11

(13) COc1ccc(N2CCN(c3ccc(NC(=O)/C=C\C(=O)O)cc3)CC2)cc1
(14) O=C(NCc1ccc(Cl)cc1)c1ccc(NC(=O)C2CCCO2)cc1 (stereo not drawn)
(15) CC(=O)Nc1ccc(NC(=O)CSc2nnc(-c3ccco3)n2Cc2ccco2)cc1
(16) CCCOc1ccc(C2=CSC3=NCCN23)cc1
(17) C#CCNC(=O)C[C@H]1C[C@@]2(C(=O)OC)C(=C[C@H](C(C)(C)C)O[C@@H]2C)N(Cc2cccc3ccccc23)C1=O
(18) CN(c1ccccc1)S(=O)(=O)c1ccc(NC(=S)NC(=O)c2ccccc2)cc1

Assay by compound,13,14,15,16,17,18
Tn7 DDE FP,-5,-1,6,-1,7,2
ASAP1 GAP inh,-3,-19,-5,-12,.,13
ADAM17 inh,-1,0,-3,-1,3,-2
TDP2 inh,4,14,2,-4,4,8
LEDGF integ inh,9,3,-3,0,-5,-2
proKLK7 act,-0.3,0.4,0.1,0.1,0.6,-0.1
ADAM10 inh,12,10,5,-1,7,9
PLCg1 inh,1,1,-3,1,-1,0
ARFGAP1 inhibitor,-4,1,1,5,.,10
DDE Tn6 FP inh,1,2,5,-10,1,-6

(19) Cc1occc1C(=O)NCCc1ccc(Cl)cc1
(20) O=C(NCCCN1CCOCC1)C1CCN(S(=O)(=O)c2c(Cl)cccc2Cl)CC1
(21) Cc1cccc(NC(=O)CC2C(=O)NC3CCCCC3N2C(=O)c2ccccc2Cl)c1 (stereo not drawn)
(22) Cc1nc2nc(C)c(C)nc2nc1C
(23) COc1ccc(-c2[nH][nH]c(=O)c2NC(=O)c2ccccc2Br)cc1
(24) CCCOc1ccc(N2C(=O)CC(N(O)c3ccccc3)C2=O)cc1 (stereo not drawn)

Assay by compound,19,20,21,22,23,24
Tn7 DDE FP,0,3,-1,0,-8,-3
ASAP1 GAP inh,-12,-6,7,-3,-2,-7
ADAM17 inh,1,0,0,-3,1,-6
TDP2 inh,-4,7,-5,4,-13,10
LEDGF integ inh,3,-3,-3,2,-1,1
proKLK7 act,0.5,-0.4,-0.1,1.4,0.0,112*
ADAM10 inh,-2,-1,5,-6,-20,1
PLCg1 inh,2,-1,1,-27,1,0
ARFGAP1 inhibitor,-11,-1,10,0,-4,3
DDE Tn6 FP inh,6,5,-3,0,7,1

# Remaining list, next part
# Sequence of screens – Tn7 DDE FP	ASAP1 GAP inh	ADAM17 inh	TDP2 inh	LEDGF integ inh	proKLK7 act	ADAM10 inh	PLCg1 inh	ARFGAP1 inhibitor	DDE Tn6 FP inh
25: O=C(COC(=O)c1n[nH]c(=O)c2ccccc12)Nc1ccccc1
  5	-14	-6	-2	-3	-0.1	-5	3	6	-1
26: NC(=O)C(c1ccc(Sc2ccccc2)nn1)c1ccc(Cl)cc1Cl (stereo not drawn)
  4	-1	-2	8	-2	-0.5	1	1	-4	11
27: COc1ccc(NC(=O)c2ccccc2)c([N+](=O)[O-])c1
  5	-3	-1	-4	2	-0.5	5	1	0	10
28: COc1ccc(/C=C/C(=O)OCC(=O)c2ccc(S(=O)(=O)N3CCCCC3)cc2)cc1OC
  -11	3	0	-7	5	-0.1	2	7	2	2
29: Cn1nnnc1SCC(=O)Nc1ccc(Oc2ccc(Cl)cc2)cc1
  8	4	-2	4	1	0.4	4	-2	4	6
30: Cc1ccccc1S(=O)(=O)NC(=O)C1(C)CCN1C(=O)Cc1ccc(C(C)(C)C)cc1 (stereo not drawn)
  4	-17	1	8	-2	0.1	-16	0	1	-4
31: Cc1ccc(CN2CC(C(=O)NCCCSc3ccccc3)CC2=O)cc1 (stereo not drawn)
  3	-6	3	-2	1	0.5	-10	4	9	5
32: O=C(CSc1nncc2ccccc12)Nc1cccc(C(=O)O)c1
  0	-5	-5	-4	2	0.0	-5	0	8	-2
33: O=C(Nc1cccc2ccccc12)/C(=C\c1cccc([N+](=O)[O-])c1)NC(=O)c1cccs1
  7	9	-1	5	-3	-0.5	4	-1	-2	6
34: CSc1nc(NC(C)(C)C)nc(Oc2ccc(=O)n(C)n2)n1
  2	-3	-3	-8	0	0.0	-1	1	11	3
35: O=[N+]([O-])c1ccccc1CNCCO
  1	14	1	9	2	-0.4	-12	-3	0	-5
36: O=[N+]([O-])c1cc([N+](=O)[O-])c(Oc2cccnc2Br)cc1NN1CCCCC1
  1	-3	11*	-15	0	0.0	3	11*	-1	-1
37: CNC(=S)N1CCc2cc(OC)c(OC)cc2C1
  4	3	-4	-11	-5	0.7	-10	-6	6	2
38: Cc1cc(C)cc(-n2ncc3c2CCCC3NC(=O)CN2CCCCC2=O)c1 (stereo not drawn)
  0	-4	0	-4	0	-0.8	-1	-3	6	10
39: CC1CN(C(=O)C2CC2)C(C)CN1C(=O)C1CC1 (stereo not drawn)
  -3	3	-7	-21	-5	-0.6	1	3	10	0
40: Cc1ccnc(N2C(=O)c3cccc4c([N+](=O)[O-])ccc(c34)C2=O)c1
  5	-10	-5	-7	0	-0.4	-8	i	0	4
41: CC1CCCCN1c1nnc(NC(=O)c2cc(-c3ccc(Br)cc3)on2)s1 (stereo not drawn)
  3	0	-1	-6	-6	0.3	-13	-7	4	5
42: O=C(COC(=O)c1ccccc1)Nc1cccc(S(=O)(=O)NC2=NCCCCC2)c1
  4	7	-2	5	-3	0.1	3	2	6	-3
43: NC(=O)COC(=O)Cc1coc2cc3c(cc12)CCC3
  8	-8	-3	-8	-2	-0.6	2	-1	-7	11
44: CCC1CCCCN1C(=O)c1nn2cccnc2c1Cl (stereo not drawn)
  0	2	-2	8	-2	-0.6	3	-6	3	2
45: Cc1cc(C)nc(N2CCC(C(=O)NNC(=O)c3ccc(Cl)cc3)CC2)n1
  0	6	-5	15	-1	0.4	-1	1	17	-5
46: O=c1c2ccccc2cnn1Cc1n[nH]c(=S)n1-c1ccc(F)cc1
  -2	1	-4	-2	-5	0.5	-5	-4	-2	-4
47: CCOCCCn1c(SCC(=O)NC(C)(C)C)nc2ccccc2c1=O
  7	-2	-2	3	3	0.6	6	0	4	3
48: Cc1cc(C)n(Cc2ccc(NC(=O)c3ccc(COc4ccccc4Br)cc3)cc2)n1
  -1	15	11*	-12	-1	-0.9	29*	-2	5	0
49: Cc1cccc(C)c1NC(=O)c1ccc(-n2cncn2)nc1
  7	-3	-7	4	-1	0.4	4	-6	5	-2

# Screens from PubChem BioAssay.
